HEK293 NOD2/NF-kB = NOD2 signaling inhibitors, cell-based, luminescence, uHTS, HEK293 (AID 1566) | HEK293 NOD2/NF-kB luciferase reporter, luminescence; higher % means a stronger effect | inhibition, % at 4 µM; hits with a dose series show EC50 in µM | 290,000 tested, 0.63% active; further: many of its hits are not listed in these tables
HIV peptide binding = inhibitors of HIV fusion peptide binding, primary screen, biochemical, uHTS, fluorescence dequenching (AID 1986); inhibition, % at 20 µM; hits with a dose series show IC50 in µM; 290,000 tested, 0.3% active; cell-free peptide binding, fluorescence dequenching, 30 min; higher % means a stronger effect; in the data active means inhibition mostly above about 52%, no sharp cut-off; inactive means mostly below about 76%; further: some results filed as inactive read as strong as hits
GPR55 antagonists = inhibition of LPI-stimulated GPR55 beta-arrestin translocation – imaging, U2OS, beta-arrestin-GFP, LPI agonist, primary screen (AID 2013); inhibition, % at 10 µM, or IC50 in µM where a hit was titrated; 290,000 tested, 0.13% active; U2OS GPR55 beta-arrestin-GFP translocation imaging, LPI antagonism; higher % means a stronger effect;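 active means spots per cell inhibited over 60%, with over 100 cells counted and total cytoplasm intensity under 500,000; inconclusive means wells with under 100 cells, flagged as likely toxic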;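 further: U2OS cells stably carrying GPR55 and arrestin-GFP stimulated by 5 µM LPI near EC80; imaged beta-arrestin-GFP aggregate spots per cell after agonist stimulation; plate controls were LPI-stimulated DMSO wells for no effect and DMSO wells without LPI for full effect; some results filed as inactive read as strong as hits; confirmed hits need IC50 under 10 µM and bright autofluorescent wells are also inconclusive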
Large T inhibition = SV40 large T antigen inhibitors, biochemical (AID 1903); SV40 large T antigen ATPase/helicase inhibition assay; higher % means a stronger effect; inhibition, % at 20 µM; hits with a dose series show IC50 in µM; 310,000 tested, 0.39% active; in the data active means a potency from the dose series; inconclusive means inhibition mostly from about 32% at the one dose, without a potency; inactive means the rest, 99 in 100 with inhibition below about 32%; further: strong numbers were not always called active
NOD1 NF-kB reporter = inhibition of NOD1-driven NF-kB reporter – cell-based, luminescence, uHTS, primary screen (AID 1578). NOD1-driven NF-kB luciferase reporter cells, luminescence; higher % means a stronger effect. 290,000 tested, 1% active. inhibition, % at 4 µM; hits with a dose series show EC50 in µM; in the data active means inhibition mostly above about 36%, no sharp cut-off; inactive means mostly below about 34%;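 further: HEK-293T reporter cells stimulated with the NOD1 agonist gamma-tri-DAP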
KOR beta-arrestin-1 = KOR agonists, beta-arrestin recruitment, primary screen, cell-based, luminescence, uHTS (AID 1777); KOR beta-arrestin recruitment, luminescence; higher % means a stronger effect; 280,000 tested, 0.02% active; one-dose activation, % at 10 µM; EC50 in µM for titrated hits; in the data active means activation above about 50%, passing the limit was not always enough; further: a part of the inactive calls stands beside numbers as strong as those of hits
MgcRacGAP inhibition = MgcRacGAP GTPase-activating activity inhibitors, confirmation, biochemical, ADP Hunter fluorescence | MgcRacGAP-stimulated Rac1 GTP hydrolysis, ADP Hunter fluorescence; higher % means a stronger effect; GST-tagged Rac1 F28L mutant substrate | AID 624330 | 340,000 tested, 0.6% active | inhibition, % at 30 µM, or IC50 in µM where a hit was titrated;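 active means first-screen hits whose inhibition reached a set limit at any dose in the follow-up dose series; inconclusive means inhibition above the set first-screen limit but never retested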;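 further: fluorescence reports GDP produced by GAP-driven GTP hydrolysis; strong numbers were not always called active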
GPR55 activation = GPR55 agonists via beta-arrestin recruitment, primary screen, imaging, U2OS cells, beta-arrestin-GFP redistribution (AID 1961); U2OS GPR55 beta-arrestin-GFP redistribution imaging; higher % means a stronger effect; activation, % at 10 µM; hits with a dose series show EC50 in µM; 290,000 tested, 0.048% active;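 active means activation above 40% with more than 50 cells counted in the well; inconclusive means wells holding fewer than 50 cells, flagged as toxic or sparse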;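 further: U2OS osteosarcoma cells stably expressing GPR55 and beta-arrestin-GFP; plate controls were DMSO negative control for no effect and LPI positive control for full effect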
KOR beta-arrestin-2 = kappa opioid receptor blockers – cell-based, luminescence, uHTS (AID 1778); 290,000 tested, 0.091% active; KOR beta-arrestin recruitment, luminescence, antagonist mode; higher % means a stronger effect; inhibition, % at 10 µM; hits with a dose series show IC50 in µM; further: strong numbers were not always called active
The depositor's hits bear a star; ? = inconclusive; · = not tested or not shown; [ ] = remark or other dose. Unless noted, no stated cut-off is given here; in the data, active means inhibition above about 50%; inactive means the rest. Not all compounds are listed, so the mix of outcomes need not match the whole.

SMILES	HEK293 NOD2/NF-kB	HIV peptide binding	GPR55 antagonists	Large T inhibition	NOD1 NF-kB reporter	KOR beta-arrestin-1	MgcRacGAP inhibition	GPR55 activation	KOR beta-arrestin-2
N#Cc1c(Nc2ccc(F)cc2)sc(C(=O)c2ccccc2)c1N	2.2%	3.6%	3.6%	3.1%	-18.8%	6.2%	-2.1%	-0.3%	10.2%
CCCOc1ccc(-c2c(C(=O)N/N=C/c3ccc(C)cc3)nnn2-c2nonc2N)cc1	-8.5%	0.2%	-0.5%	2.2%	-4.1%	0.9%	·	0.3%	0.3%
CC(=O)c1ccc(N2CCC(c3cc(-c4ccc(Cl)cc4Cl)n[nH]3)CC2)c([N+](=O)[O-])c1	-42.8%	2.4%	-4.5%	-1.9%	38.8%	2.7%	-0.3%	-0.1%	-51.0%
CC(=O)COc1ccc2oc(=O)cc(-c3cc4ccccc4o3)c2c1	9.9%	1.3%	4.1%	7.9%	-4.1%	2.4%	7.2%	0.2%	-28.0%
CC(Oc1ccc(Cl)cc1)c1ccn[nH]1 (stereo not drawn)	6.6%	1.1%	-1.7%	6.5%	4.6%	-2.9%	3.6%	-0.1%	-58.0%[20 µM]
Cc1ccc(OCC(=O)N(C)Cc2ccccc2)c([N+](=O)[O-])n1	12.1%	2.1%	9.8%	14.0%	-14.6%	-6.4%	3.7%	-0.2%	-3.7%
COc1ccccc1N1C(=O)c2ccccc2NC1c1ccc(O)cc1 (stereo not drawn)	-3.3%	-1.0%	-4.3%	-1.4%	1.8%	1.8%	8.4%	-0.1%	12.9%
CCC(Sc1n[nH]c(=O)[nH]c1=O)C(=O)OCc1ccccc1 (stereo not drawn)	7.0%	-1.6%	-8.6%	·	7.9%	1.4%	-1.8%	-0.1%	1.3%
Cc1ccccc1C(=O)O/N=C(\N)c1ccncc1	22.9%	-0.4%	4.5%	7.4%	-9.0%	2.1%	11.9%	0.4%	-19.0%
CC(NS(=O)(=O)c1ccc(Br)cc1)C(=O)NCc1ccc2c(c1)OCO2 (stereo not drawn)	-17.2%	-2.0%	1.7%	4.1%	-36.3%	-4.3%	7.1%	0.0%	8.5%
C[C@H](NC(=O)c1ccccc1Cl)C(=O)Nc1ccccc1F	4.8%	2.9%	19.4%	5.4%	4.6%	-1.2%	3.8%	0.0%	-61.0%
COc1cc(C(=O)NCc2ccc(F)cc2)cc(Cl)c1OC	16.5%	-1.4%	-0.4%	2.7%	-25.7%	-2.4%	9.6%	0.1%	-1.7%
CC(=O)/C(=N/Nc1ccccc1)Sc1nnc(C(O)c2ccccc2)n1-c1ccccc1 (stereo not drawn)	-2.4%	0.6%	12.6%	-11.0%	-16.5%	-2.2%	14.2%	-0.5%	27.9%
Cn1c(SCc2ccccc2F)nnc1-c1ccccn1	-57.0%	-1.8%	14.7%	9.9%	-15.2%	-3.1%	1.9%	0.4%	10.0%
Cc1cc(NC(=O)CN2C(=O)NC3(CCCCC3C)C2=O)no1 (stereo not drawn)	-5.2%	-0.3%	12.4%	12.4%	-0.5%	-4.3%	1.4%	0.0%	8.0%
CCOC(=O)/C(C#N)=C/c1ccc(OCC(=O)Nc2ccc(OC)cc2)c(OC)c1	-13.9%	-0.6%	-3.3%	-4.8%	-9.2%	-4.1%	8.2%	0.3%	3.2%
Cn1cccc1CC(=O)N/N=C\c1ccccc1	6.1%	-0.6%	5.9%	10.7%	-46.6%	-2.3%	·	0.7%	12.2%
CN(C)S(=O)(=O)c1ccc(Cl)c(C(=O)NC2=NCCS2)c1	1.4%	2.0%	1.9%	11.1%	-5.4%	0.2%	12.7%	0.0%	5.7%
C/C(=N\Nc1ccc(Cl)cc1)c1ccccn1	-90.7%	0.0%	-13.3%	17.7%	-118.6%	3.8%	9.8%	-0.1%	1.2%
CCCCn1c(N)c(N(CC)C(=O)CSc2nnnn2-c2cc(C)ccc2C)c(=O)[nH]c1=O	19.6%	-0.8%	16.6%	2.6%	-24.5%	-0.3%	10.2%	-0.3%	-9.6%
CCn1c(C(=O)Nc2ccsc2C(=O)OC)cc2sc(Cl)cc21	-0.8%	-2.2%	3.2%	12.5%	3.0%	-5.0%	5.6%	-0.1%	20.8%
CC(C)(C)c1ccc(C(=O)N2CCC(C(=O)NC3CCCCCC3)CC2)cc1	-0.4%	0.1%	8.4%	1.4%	-23.1%	0.7%	1.8%	0.0%	-21.0%
CCCc1cc(C(=O)OC)c(NC(=O)OCC)s1	12.1%	-0.3%	-0.6%	6.5%	-22.1%	-2.5%	2.3%	-0.2%	-9.6%
CCCCC(=O)NNC(=S)NC(=O)C(c1ccccc1)c1ccccc1	19.0%	2.8%	8.7%	9.0%	-15.6%	-6.6%	8.2%	-0.6%	7.2%
COc1ccccc1NC(=O)c1ccc(-n2cccn2)c([N+](=O)[O-])c1	8.9%	1.7%	-0.8%	5.9%	-20.9%	-2.4%	8.4%	-0.1%	-17.1%[20 µM]
NC(=O)CSc1nnc(CNc2cccc(Cl)c2)n1CCc1ccccc1	8.0%	11.2%	0.6%	7.2%	-6.6%	3.6%	4.8%	-0.2%	-33.2%
COc1ccc(NC(=O)CSc2cc(C(=O)c3nccn3C)c3ccccc3n2)cc1	23.7%	-3.2%	5.8%	4.4%	6.7%	0.2%	6.7%	-0.1%	-25.5%[20 µM]
COc1ccc(NC(=O)CN2CCCC2)cc1	-2.5%	0.2%	-5.3%	1.7%	39.5%	5.4%	0.3%	-0.2%	-26.7%[20 µM]
CCOC(=O)c1sc2nc3n(c(=O)c2c1C)CCC3	16.6%	3.1%	9.2%	-3.9%	-5.9%	0.5%	12.7%	0.0%	10.0%
N#Cc1ccccc1Sc1ccccc1C(=O)OCc1nnc(-c2ccccc2)o1	14.1%	0.6%	-10.4%	4.2%	-29.0%	1.8%	6.0%	0.3%	13.1%
O=C(N/N=C/c1cccnc1)c1ccc(NC(=O)c2ccc(Cl)cc2)cc1	18.1%	2.0%	10.8%	5.6%	-16.7%	-0.4%	5.4%	-0.2%	-11.3%
N#Cc1cnn(CC2CCCCC2)c1N	7.0%	-0.9%	-3.3%	5.1%	-18.5%	-1.9%	12.2%	0.2%	-19.4%
O=C(Nc1ccc2c(c1)CCC2)c1cnccn1	-71.7%	3.3%	-4.3%	3.4%	-59.3%	2.2%	1.8%	0.2%	18.8%
COc1ccc(-n2ccnc2SCC(=O)NCc2ccco2)c(OC)c1	21.6%	1.7%	2.9%	31.6%	-21.0%	-1.2%	-2.8%	0.2%	1.4%
CCn1c(Cn2nnc(-c3ccccc3)n2)nnc1SCC(=O)Nc1cccc(C(C)=O)c1	-1.1%	3.8%	2.6%	-1.5%	-11.8%	-5.2%	-0.4%	-0.3%	-4.9%
CCNC(=S)Nc1ccc2cn[nH]c2c1	6.8%	1.1%	3.3%	12.8%	-31.8%	3.9%	10.1%	0.3%	-53.4%
O=S1(=O)CCC(NC(=S)NC2CCS(=O)(=O)C2)C1 (stereo not drawn)	-25.8%	-0.7%	-1.2%	-2.0%	12.7%	1.8%	2.4%	-0.3%	-9.5%
CCOc1cc(/C=C\[N+](=O)[O-])ccc1OCC(=O)N1CCOCC1	9.1%	-2.1%	13.9%	7.8%	-22.7%	2.2%	20.2%	14.2%	-28.2%
Cc1c(C(=O)N2CCN(c3ccccc3)CC2)sc2nc3n(c(=O)c12)CCC3	1.7%	2.1%	-3.3%	14.3%	0.9%	3.2%	6.7%	-0.1%	-46.6%
Cc1ccc(S(=O)(=O)N2CCC(=O)N(CCOCc3cccc(F)c3)CC2)cc1	10.0%	-2.1%	0.1%	6.3%	-28.0%	-1.3%	7.8%	0.2%	-11.8%

Retrieved one by one from the list above (five):
SMILES	HEK293 NOD2/NF-kB	HIV peptide binding	GPR55 antagonists	Large T inhibition	NOD1 NF-kB reporter	KOR beta-arrestin-1	MgcRacGAP inhibition	GPR55 activation	KOR beta-arrestin-2
O=C(N/N=C/c1cccnc1)c1ccc(NC(=O)c2ccc(Cl)cc2)cc1	18.1%	2.0%	10.8%	5.6%	-16.7%	-0.4%	5.4%	-0.2%	-11.3%
Cc1c(C(=O)N2CCN(c3ccccc3)CC2)sc2nc3n(c(=O)c12)CCC3	1.7%	2.1%	-3.3%	14.3%	0.9%	3.2%	6.7%	-0.1%	-46.6%
COc1ccc(-n2ccnc2SCC(=O)NCc2ccco2)c(OC)c1	21.6%	1.7%	2.9%	31.6%	-21.0%	-1.2%	-2.8%	0.2%	1.4%
CCn1c(Cn2nnc(-c3ccccc3)n2)nnc1SCC(=O)Nc1cccc(C(C)=O)c1	-1.1%	3.8%	2.6%	-1.5%	-11.8%	-5.2%	-0.4%	-0.3%	-4.9%
CCNC(=S)Nc1ccc2cn[nH]c2c1	6.8%	1.1%	3.3%	12.8%	-31.8%	3.9%	10.1%	0.3%	-53.4%

Continuation.
SMILES	HEK293 NOD2/NF-kB	HIV peptide binding	GPR55 antagonists	Large T inhibition	NOD1 NF-kB reporter	KOR beta-arrestin-1	MgcRacGAP inhibition	GPR55 activation	KOR beta-arrestin-2
Cc1ccc(CNC(=O)Cn2cnc3cc([N+](=O)[O-])ccc3c2=O)cc1	5.9%	0.4%	-1.9%	6.2%	-23.0%	1.1%	0.5%	-0.1%	-23.1%[20 µM]
O=C(/C=C/c1ccc(Cl)cc1Cl)c1cccnc1	10.2%	-0.7%	11.7%	12.4%	15.6%	-5.3%	-9.9%	0.2%	14.6%
COc1cc(OC)cc(C(=O)Nc2ccc(S(=O)(=O)Nc3nc(C)cc(C)n3)cc2)c1	6.0%	0.4%	-2.6%	2.1%	-1.0%	-1.4%	2.1%	0.0%	-52.8%[20 µM]
Nc1ccc(C#Cc2ccccc2)cc1	-1.0%	-1.9%	6.1%	20.6%	-15.9%	-0.2%	2.1%	0.0%	-12.1%
O=C(c1ccc(F)cc1)N1CCN(c2cc(=O)[nH]nc2-c2ccccc2)CC1	25.8%	0.0%	14.9%	1.2%	4.0%	3.3%	4.4%	0.1%	7.2%
Cc1ccc(-n2nc(-c3ccco3)cc2C(=O)O)c(C)c1	21.6%	65.8%	0.1%	30.5%	-13.1%	-4.2%	10.6%	0.6%	-15.8%
Cc1coc(C)c1C(=O)CC1(O)C(=O)Nc2cc(Cl)cc(Cl)c21 (stereo not drawn)	20.1%	-1.0%	-14.8%	-1.1%	12.8%	6.3%	9.5%	-0.2%	5.9%
CCOC(=O)N1CCC(N(CCN(C)C)C(=S)Nc2ccccc2Cl)CC1	2.1%	2.9%	14.0%	7.0%	-23.1%	-3.5%	-3.5%	0.1%	-9.0%
C=CCc1cc(C)ccc1OCCCC(C(=O)OCC)C(=O)OCC	8.1%	2.0%	9.2%	15.7%	-30.4%	-1.5%	0.5%	-0.4%	·
CC1=NN(c2ccc(C(=O)O)cc2)C(=O)/C1=C/c1ccc(-c2ccccc2F)o1	10.8%	70.9%	32.7%	?	5.1%	-1.5%	16.1%	·	-50.8%
